Compound activity (PubChem)
E-sel TNF inh = TNF alpha driven E-selectin expression inhibition; HUVEC TNFa-induced E-selectin immunofluorescence, high content; inhibition, % at 2 µM; hit rate 0.71% among 120,000;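 active = inhibition above the batch mean plus 3 SD, and confirmed as a hit on visual image review, cut at about 43% in these data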;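 note: 0% = TNF-stimulated DMSO wells and 100% = unstimulated control wells; not every result past the cut was called active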
Starred values were filed as active, the others as inactive. Not all compounds are listed (hit frequency here may not be typical).

E-sel TNF inh,Compound
-33.0,Cc1nn(C)cc1CNCc1ccc(OCC(O)CN(C)Cc2ccccc2)cc1 (stereo not drawn)
10.9,CCCCOc1ccc(NC(=O)CCSc2nccn2C)cc1
-16.3,CCOc1ccc2oc(C(=O)NC3CCN(Cc4ccccc4)CC3)c(C)c2c1
-10.3,COc1ccc(/C=C/CN2CCN(Cc3ccc(C)cc3)C(CCO)C2)cc1 (stereo not drawn)
4.2,Cn1cc([N+](=O)[O-])c(C(=O)NCc2ccco2)n1
9.5,CCCCn1c(=S)[nH]c2ccc(N3CCOCC3)cc2c1=O
-22.1,CCN(CC)CCN(C(=O)Cn1nnc(-c2ccc(C)o2)n1)C(C(=O)NC(C)(C)C)c1cccs1 (stereo not drawn)
-10.1,CC(C)(C)NC(=O)Cn1nc(C(F)(F)F)c2c1CCCC2
-21.6,C=CCOc1cccc(C(=O)N2CCCC(CCC(=O)NCc3ccccc3F)C2)c1 (stereo not drawn)
-26.1,CC1(C)Cc2c(sc(/N=C/N3CCCCCC3)c2C#N)C(C)(C)N1
-17.2,COc1cc2cc(CN(CCN3CCOCC3)C(=O)Nc3ccc(F)cc3)c(=O)[nH]c2cc1OC
-26.0,Cc1sc(NC(=S)NC(=O)c2ccco2)c(C(N)=O)c1C
-15.3,CC(=O)Nc1sc(-c2ccccc2)nc1-c1ccccc1
4.3,CSc1cccc(NC(=O)/C=C/c2ccco2)c1
-22.2,O=C(Cc1ccccc1)NNC(=O)Cc1ccccc1
26.3,Cc1nc2ccc(NC(=O)N3CCOCC3)cc2nc1C
5.2,CC(NC(=O)COC(=O)c1ccc2c(c1)OCO2)c1ccccc1 (stereo not drawn)
-15.3,Cc1cc(C)n2nc(SCC(=O)c3c(N)n(CC(C)C)c(=O)n(C)c3=O)nc2n1
-5.4,NC(=O)c1c[nH]c2ccccc12
21.4,O=C(COc1cccnc1[N+](=O)[O-])N1CCN(C(=O)c2ccco2)CC1
-16.6,CCN(C(=O)COC(=O)CNC(=O)c1ccc(C)s1)c1ccccc1
-4.3,Cc1ccc2ccc(C)[n+](CCCS(=O)(=O)[O-])c2c1
6.3,CN(Cc1ccccc1NC(=O)c1ccc(S(=O)(=O)N(C)C)cc1)C1CCCCC1
-65.2,O=C(COC(=O)Cc1ccc(Br)cc1)NC1CCCCC1
30.8,COC(=O)c1ccc(NS(=O)(=O)c2ccc(Cl)cc2)o1
16.5,COc1ccc(-c2ccc(CCC(=O)O)n2-c2ccc(O)cc2)cc1
4.8,CN(C)c1ccc(-n2cccc2/C=C/[N+](=O)[O-])cc1
-8.3,COc1ccccc1N1CCN(/N=C/c2ccc(O)c(O)c2)CC1
-14.4,COc1ccc(-c2[nH]ncc2CN(C)Cc2cnccn2)c(OC)c1
3.0,O=C(Cc1ccccc1)NCc1n[nH]c(=S)n1-c1ccc(Br)cc1
-14.9,O=C(NCc1cccnc1)c1cc2nc(-c3cccs3)cc(C(F)(F)Cl)n2n1
9.2,O=C(NCC1CCCO1)/C(=C/c1cn(-c2ccccc2)nc1-c1cccnc1)NC(=O)c1ccccc1 (stereo not drawn)
-18.4,CCOC(=O)C1=C(N)Oc2cc(O)ccc2C1c1ccc([N+](=O)[O-])cc1 (stereo not drawn)
-18.1,COC(=O)CSc1nc2cc3c(cc2cc1C)OCO3
3.2,CCOc1cc(/C=C2/C(=O)ON=C2C)ccc1OCc1ccccc1
-6.7,O=C1CCC/C1=C/Nc1ccc(Cl)cc1
-2.8,COc1ccc(C(=O)NCC(=O)OCC(=O)N2N=C(c3ccc(Cl)cc3)CC2c2ccco2)cc1OC (stereo not drawn)
-8.7,C/C(=N\NC(=S)Nc1cccc(C)c1)c1ccco1
19.4,COc1cccc(NC(=O)CN(C)C(C)C(=O)Nc2ccc(C#N)cc2)c1 (stereo not drawn)
-24.6,O=C1CS/C(=N/N=C2CCCC2)N1
-23.6,Cc1ccc(C(=O)N/C(=C/c2cccs2)C(=O)NCC2CCCO2)cc1 (stereo not drawn)
-15.4,O=Cc1ccc(-c2ccc([N+](=O)[O-])cc2Cl)o1
8.3,COc1ccc(CC(=O)Nc2cc(Cl)ccc2C(=O)O)cc1
-5.9,CCCCCCn1c(=O)c(C(=O)N/N=C/c2cccc(F)c2)c(O)c2ccccc21
-8.1,Cc1cc2nc[nH]c2cc1[N+](=O)[O-]
-7.2,COC(=O)c1c(-c2ccccc2)noc1C
-1.0,COc1ccc(Cc2nnc(N/N=C/c3ccc(C)o3)[nH]c2=O)cc1
-51.9,CSc1nc2c(c(=O)[nH]1)C(c1ccc(Br)cc1)CC(=O)N2 (stereo not drawn)
-0.1,N/C(=N\OC(=O)c1ccc(Br)cc1)c1ccncc1
3.2,COc1cccc(C(=O)Nc2ccc(S(=O)(=O)Nc3cc(C)nc(C)n3)cc2)c1
9.2,CC(=O)Nc1ccc(NC(=O)CSc2ccc3nnc(CCNC(=O)c4ccccc4)n3n2)cc1
-13.8,Cc1cc(C(=O)CSc2nc(N)cc(N)n2)c(C)n1C1CC1
-3.6,CCOC(=O)C1(CCCc2ccccc2)CCN(C(=O)C2CCCO2)CC1 (stereo not drawn)
-3.4,O=C1c2ccccc2-c2ccc(C(=O)N3CCCCC3)cc21
-34.6,COc1ccc(C=O)cc1COc1ccc([N+](=O)[O-])c(C)c1
-5.0,Cc1nc2ccccc2c2c1C(=O)N(c1ccc(C(=O)O)cc1)C2=O
-24.1,Fc1ccc(-c2nnc3ccccn23)cc1
-3.4,COc1ccc(OC)c(/C=C/C(=O)Nc2cccc(S(=O)(=O)N3CCCC3)c2)c1
13.4,CN=C(NC(=O)Nc1c(C)cccc1C)NC(=O)Nc1c(C)cccc1C
10.3,O=C(COC(=O)c1ccco1)NCc1ccccc1Cl

The list continues:
E-sel TNF inh,Compound
-9.3,CN(C)c1ccc(C(=O)OCC(=O)NC2CCCCCC2)cc1
3.4,O=C(N/N=C/c1ccc(Cl)cc1)C1CC12CCC2 (stereo not drawn)
-12.5,COc1ccc(CN(C)CC(=O)Nc2cccc(S(N)(=O)=O)c2)c(OC)c1OC
-17.4,C=CCn1c(Oc2ccccc2)nc2c1c(=O)n(C)c(=O)n2C
-7.0,NS(=O)(=O)c1cccc(NC(=O)CCS(=O)(=O)c2ccc(Cl)cc2)c1
-4.7,Cc1cc(C)cc(N(C(=O)c2cccs2)C2C=CS(=O)(=O)C2)c1 (stereo not drawn)
-14.9,O=C(CCc1nnc(CCCc2ccccc2)o1)NCCc1ccccc1
16.4,Cc1ccc(N(C)C(=O)n2cnc3ccccc32)cc1
-9.9,Cc1c(C(=O)NC(=S)NCc2cccnc2)oc2ccccc12
4.9,CNc1nccc(-c2ccc(Cl)cc2)c1C#N
-9.1,Cc1ccc(N(C(=O)CCC(=O)Nc2nccs2)C(C(=O)NC(C)(C)C)c2ccc(O)cc2)cc1 (stereo not drawn)
-9.8,COc1ccc(C(CNC(=O)COc2ccccc2-c2ccccc2)N2CCOCC2)cc1 (stereo not drawn)
2.5,CC1=C(c2ccc(F)cc2)[N+](=O)C(C)(C)N1[O-]
1.6,CCC1=[N+](C)c2cccc3cccc(c23)N1C
-5.0,O=C(c1ccccc1)N1CCN(C(=O)c2ccc3c(c2)OCCO3)CC1
11.0,C/C(=N\N=c1/sc2ccccc2n1C)c1ccc(N2CCOCC2)cc1
-21.8,O=C1S/C(=C\c2ccc(O)c([N+](=O)[O-])c2)C(=O)N1c1ccccc1Cl
0.3,C=CCNc1nc(Nc2ccc(Cl)cc2)nc(OC)n1
-11.7,CCOC(=O)c1cc(C#N)c(N2CCN(C)CC2)nc1-c1ccccc1
12.2,O=C(O)CCc1nnc(SCC(=O)Nc2cccc(C(F)(F)F)c2)[nH]c1=O

Part of the list above in another layout:
CC1=C(c2ccc(F)cc2)[N+](=O)C(C)(C)N1[O-]
  E-sel TNF inh: 2.5

CCC1=[N+](C)c2cccc3cccc(c23)N1C
  E-sel TNF inh: 1.6

Next section:
E-sel TNF inh,Compound
-23.4,O=C(CCc1ccccc1)OCC(=O)c1cccc([N+](=O)[O-])c1
-9.2,CN(C)CCCNC(=S)N(Cc1cccs1)Cc1cc2cc3c(cc2[nH]c1=O)OCCO3
-1.0,N#Cc1cc([N+](=O)[O-])ccc1NCCN1CCOCC1
-21.6,Cc1c(-c2ccccc2)n[nH]c1C(=O)NN
-23.7,Nc1cc(=O)[nH]c(SCC(=O)Nc2ccccc2Sc2ccc(Cl)cc2)n1
8.3,COc1ccccc1NC(=O)CSc1nnnn1-c1ccc(C(=O)O)cc1
-57.3,CCOC(=O)N1CCN(C(=O)CSc2ccc(-c3ccncc3)nn2)CC1
-4.8,CSc1ccccc1C(=O)NCc1ccc(C)cc1
7.0,CNS(=O)(=O)c1cccc(C(=O)OCC(=O)Nc2ccc(OC)cc2[N+](=O)[O-])c1
-70.4,COc1ccc(C2CC2/C(C)=N/OC(=O)c2ccc(F)cc2)cc1 (stereo not drawn)
15.0,Cc1cc(N2CCN(C)CC2)nc2ccc(NC(=O)c3ccccc3F)cc12
63.7*,COc1c(Cl)cc(Cl)cc1C(=O)Nc1ccc(NC(C)=O)cc1
-11.7,COc1ccc(C(=O)C[n+]2ccc(N)c(C)c2C)cc1
-20.0,Cc1nnc(SCC2=C(C(=O)O)N3C(=O)C(NC(=O)C(C)n4nc(C(F)(F)F)cc4C)C3SC2)s1 (stereo not drawn)
11.4,O=C(NC1CCCCCC1)c1ccc(=O)n(Cc2ccccc2)n1
7.2,O=C1c2c([N+](=O)[O-])cc([N+](=O)[O-])cc2S(=O)N1Cc1ccccc1 (stereo not drawn)
-4.8,Cn1c(N)c(C(=O)COc2ccc(Cl)cc2Cl)c(=O)n(C)c1=O
23.4,COC(=O)c1c(C(=O)OC)c(-c2cccc(Cl)c2)n2c1CS(=O)C2 (stereo not drawn)
0.6,O=C1OCCC1Sc1nc2ccccc2c(=O)n1Cc1ccccc1 (stereo not drawn)
11.6,COc1ccc(OC)c(S(=O)(=O)Nc2cc(C(=O)O)ccc2N2CC3CC(C2)c2cccc(=O)n2C3)c1 (stereo not drawn)
-16.4,O=C(Nc1ccncc1)Nc1ccncc1
-4.9,O=C(/C=C/c1ccc(Cl)cc1)NC1CCS(=O)(=O)C1 (stereo not drawn)
-3.8,Cc1ccc(C(=O)CNc2ccc(Cl)cc2)cc1
1.2,COc1ccc(CNC(=O)CN(Cc2ccc(F)cc2)C(=O)c2csnn2)cc1
-4.3,COC(/C=C/Nc1ccc(Cl)cc1)=C(C#N)C#N
6.1,Cc1ccc(C(F)(F)F)cc1NC(N)=S
-4.2,CCOC(=O)C1(Cc2ccccc2)CCN(Cc2cc(=O)c3ccccc3[nH]2)CC1
-6.3,CCOc1ccc2nc3sc(C(=O)N4CCOCC4)c(N)c3cc2c1
-12.2,COc1ncccc1C(=O)N1CCCC(C(=O)c2cccc(OC(C)C)c2)C1 (stereo not drawn)
-4.8,Oc1oc(-c2ccccc2)nc1/C=N/c1ccccn1
-4.0,CCN(CC)C(=O)CCCc1c[nH]c2ccccc12
4.4,COC(=O)C1C(=O)c2c(C)noc2CC1(C)C (stereo not drawn)
-1.1,COc1cccc(NC(=S)Nc2cc(C(=O)O)ccc2N2CC3CC(C2)c2cccc(=O)n2C3)c1 (stereo not drawn)
-32.3,CC(C)Oc1ccc(Cc2cnc(=S)[nH]c2N)cc1
-11.2,CC(=O)N1C(=O)/C(=C2\SC(=S)N(NC(=O)c3ccc(O)cc3)C2=O)c2ccccc21
10.9,CC(C)(C(=O)Nc1nccs1)c1ccccc1
3.9,O=C(OCc1ccco1)c1cccnc1
6.1,COc1cc(Cl)ccc1NC(=S)N(CCN1CCOCC1)C1CCN(C(C)=O)CC1
2.4,Cc1ccccc1OCC(=O)NC(=S)Nc1ccc(N2CCCC2)cc1
4.0,CCC(C(=O)NCc1ccccc1OC)c1ccccc1 (stereo not drawn)
-11.3,Cc1cc2ccccn2c1C(=O)Nc1cccc(Cl)c1
-12.3,CC(C)(C)NC(=O)C[n+]1ccc(C(N)=O)cc1
-7.9,Cc1c(F)cccc1NS(=O)(=O)c1ccc2c(c1)NC(=O)CO2
-18.2,CCOC(=O)C1=C(C)N=C2SCCC(=O)N2C1c1ccc(OC)cc1 (stereo not drawn)
41.1,O=C(Nc1cccc(O)c1)c1ccc(C(F)(F)F)cc1
-9.6,CCN(CC)CCCNc1cc(C)nc2cc(-c3cccs3)nn12
-12.9,CN1CCC(N(C)C(=O)CCc2nc3ccccc3n2-c2ccccc2)CC1
-5.0,O=S(=O)(c1ccccc1)c1ncc(C(F)(F)F)cc1O
15.4,Cc1ccnc2nc(C(=O)NC3CCCc4ccccc43)nn12 (stereo not drawn)
-38.3,CC(C)n1c(-c2ccncc2)n[nH]c1=S
-21.2,CN(C)CCCNc1ncnc2scc(-c3ccccc3)c12

16 of the compounds above, in CSV form:
structure,E-sel TNF inh
CSc1nc2c(c(=O)[nH]1)C(c1ccc(Br)cc1)CC(=O)N2 (stereo not drawn),-51.9
N/C(=N\OC(=O)c1ccc(Br)cc1)c1ccncc1,-0.1
COc1cccc(C(=O)Nc2ccc(S(=O)(=O)Nc3cc(C)nc(C)n3)cc2)c1,3.2
CC(=O)Nc1ccc(NC(=O)CSc2ccc3nnc(CCNC(=O)c4ccccc4)n3n2)cc1,9.2
Cc1cc(C(=O)CSc2nc(N)cc(N)n2)c(C)n1C1CC1,-13.8
CCOC(=O)C1(CCCc2ccccc2)CCN(C(=O)C2CCCO2)CC1 (stereo not drawn),-3.6
O=C1c2ccccc2-c2ccc(C(=O)N3CCCCC3)cc21,-3.4
COc1ccc(C=O)cc1COc1ccc([N+](=O)[O-])c(C)c1,-34.6
Cc1nc2ccccc2c2c1C(=O)N(c1ccc(C(=O)O)cc1)C2=O,-5.0
Fc1ccc(-c2nnc3ccccn23)cc1,-24.1
COc1ccc(OC)c(/C=C/C(=O)Nc2cccc(S(=O)(=O)N3CCCC3)c2)c1,-3.4
CN=C(NC(=O)Nc1c(C)cccc1C)NC(=O)Nc1c(C)cccc1C,13.4
O=C(COC(=O)c1ccco1)NCc1ccccc1Cl,10.3
CN(C)c1ccc(C(=O)OCC(=O)NC2CCCCCC2)cc1,-9.3
O=C(N/N=C/c1ccc(Cl)cc1)C1CC12CCC2 (stereo not drawn),3.4
COc1ccc(CN(C)CC(=O)Nc2cccc(S(N)(=O)=O)c2)c(OC)c1OC,-12.5
